HTRA1 inh – HTRA1 (human) protease inhibition; recombinant HTRA1, FP-rhodamine activity-based probe, fluorescence polarization; inhibition, % at 5.96 µM; Q92743; 340,000 tested, 0.5% active; AID 504803; in the data active = inhibition above about 36%;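 also: 0% = enzyme with DMSO and 100% = wells lacking enzyme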
UHRF1 binding – blocks human UHRF1 binding to methylated DNA; Q96T88; UHRF1 binding to methylated oligo, TR-FRET; inhibition, % at 4.4 µM; 370,000 tested, 0.75% active; AID 687016; in the data active = inhibition above about 21%;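 also: UHRF1 SRA domain binding a hemimethylated CpG hairpin DNA probe; 0% = median of test compound wells and 100% = reference inhibitor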
DDE Tn7 FP inh – disrupts Tn7 cyclic peptide binding to fibrin D-Dimer-E complex | inhibition, % at 8.3 µM | FP displacement of FITC-Tn7 peptide from fibrin DD(E); 0% = median of compound wells per plate | AID 720508 | 370,000 tested, 0.13% active;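 active = inhibition above the mean of compounds falling within the control limits plus 3 SD of them, cut at about 14% in these data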;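 also: 0% = plate median of compound wells and 100% = 10 µM Aha-Tn7 peptide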
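Test system: human clot-derived fibrin DD(E) complex / Quantity: 2 µM final DD(E) protein / Incubation: 10 min plus 3 h, room temperature / Measured by: fluorescence polarization / Benchmarks: high control of 10 µM Aha-Tn7 peptide / Replicates: singlicate testing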
TCR-CD3 inh – human TCR-CD3 binding inhibition; TAMRA-labeled TCR probe fluorescence, biochemical; inhibition, % at 9.4 µM; 360,000 tested, 0.37% active; in the data active = inhibition above about 19%;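 also: recombinant mutant TCR 2C K166C tagged with TAMRA read by polarization; 0% = receptor in buffer alone and 100% = receptor with positive control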
LEDGF integ inh – blocks HIV-1 LEDGF/p75-dependent DNA integration. TR-FRET IN-LEDGF/p75 DNA integration, Eu/Cy5. inhibition, % at 3.7 µM. 370,000 tested, 0.64% active;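 active = inhibition above the screen-wide mean plus 3 SD, cut at about 13% in these data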;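 also: signal is the Cy5 over europium emission ratio at 671 and 618 nm; 0% = plate median of compound wells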
PRMT1 inh – blocks human protein arginine methyltransferase 1 | inhibition, % at 2.79 µM | Q99873 | 370,000 tested, 1.3% active | recombinant PRMT1, activity-based probe fluorescence polarization;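 active = inhibition above about 21% made by adding two undisclosed values, limit read from the data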
Target sequence (Q99873 whole entry, looked up): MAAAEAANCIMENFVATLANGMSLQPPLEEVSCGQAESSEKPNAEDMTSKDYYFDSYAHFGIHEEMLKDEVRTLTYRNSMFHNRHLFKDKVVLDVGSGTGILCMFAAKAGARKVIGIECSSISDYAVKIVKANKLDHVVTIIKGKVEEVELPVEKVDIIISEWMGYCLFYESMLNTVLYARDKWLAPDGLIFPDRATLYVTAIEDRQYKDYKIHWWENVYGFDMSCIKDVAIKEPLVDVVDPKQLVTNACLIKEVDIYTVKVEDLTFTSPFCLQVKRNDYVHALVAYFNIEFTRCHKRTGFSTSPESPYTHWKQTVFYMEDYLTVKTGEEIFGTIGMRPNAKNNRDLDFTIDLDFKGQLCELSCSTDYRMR
SIAE primary – blocks human sialic acid acetylesterase | Q9HAT2 | SIAE FP-Rh probe binding, fluorescence polarization | inhibition, % at 9.66 µM | 370,000 tested, 0.69% active | AID 1053197;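 active = inhibition above a cutoff: mean of compounds within the control limits plus 3 SD of those, cut at about 17% in these data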;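 also: 0% = plate median of compound wells and 100% = probe without SIAE protein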
PG9 Ab binder – PG9 antibody binding by small molecule; 360,000 tested, 0.43% active; AID 624416; inhibition, % at 6.7 µM; TR-FRET gp120-PG9 antibody binding; in the data active = inhibition above about 8.5%
TDP2 inh – blocks human TDP2 phosphodiesterase activity; O95551; recombinant TDP2, T5PNP hydrolysis, p-nitrophenol absorbance 415 nm; inhibition, % at 12.8 µM; 370,000 tested, 0.34% active;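 active = inhibition above the mean of all tested compounds plus 3 SD, set per campaign, cut at about 25% in these data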;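 also: 0% = DMSO with enzyme and 100% = buffer with substrate but no TDP2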
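Material: recombinant human TDP2; quantity: TDP2 enzyme at 120 nM final; medium: Tris-HCl pH 7.5 with MgCl2; compound: single concentration, 12.8 µM nominal, with 1% DMSO; incubation: 2 h enzyme incubation at 37 °C; signal: epi absorbance; measure: percent inhibition; benchmarks: high control without enzyme, low control DMSO plus TDP2; repeats: singlicate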
ABHD4 inh – inhibitors of mouse ABHD4; Q8VD66; 370,000 tested, 0.54% active; inhibition, % at 8.92 µM; purified mABHD4, FP-Rh probe fluorescence polarization; AID 720543;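 active = inhibition exceeding the mean over every tested compound plus 3 SD, cut at about 30% in these data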;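 also: 0% = plate median of compound wells and 100% = S159A mutant with DMSO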
Target sequence (Q8VD66 whole entry, looked up): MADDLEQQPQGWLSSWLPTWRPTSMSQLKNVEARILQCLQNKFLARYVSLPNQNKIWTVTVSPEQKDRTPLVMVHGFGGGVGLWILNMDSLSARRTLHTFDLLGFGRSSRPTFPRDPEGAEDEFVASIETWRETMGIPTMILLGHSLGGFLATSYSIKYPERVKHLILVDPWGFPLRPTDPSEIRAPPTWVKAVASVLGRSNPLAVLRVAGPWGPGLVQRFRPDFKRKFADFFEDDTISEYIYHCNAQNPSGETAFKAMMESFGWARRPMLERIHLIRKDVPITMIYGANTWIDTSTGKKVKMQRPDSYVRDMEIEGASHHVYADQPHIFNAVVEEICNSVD
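Test system: mABHD4 protein | Buffer or medium: HEPES pH 7.0 buffer, 150 mM NaCl, 0.01% Pluronic F-127 | Probe or stimulus: FP-Rh fluorescent activity-based probe, added after compound pre-incubation | Timing: Pre-incubation 45 min, probe exposure 60 min, at 25 °C | Technique: Fluorescence polarization, excitation 525 nm, emission 598 nm, BODIPY TMR filters | Repeats: Single well per compound (singlicate)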
The depositor's hits bear a star; x = not tested or not shown.

SMILES	HTRA1 inh	UHRF1 binding	DDE Tn7 FP inh	TCR-CD3 inh	LEDGF integ inh	PRMT1 inh	SIAE primary	PG9 Ab binder	TDP2 inh	ABHD4 inh
NS(=O)(=O)c1ccc(-c2ccc(/C=C3\SC(=O)NC3=O)o2)cc1	-12.6	-1.1	-0.5	-2.0	0.8	6.8	-37.4	-10.8	-0.5	-22.5
COc1cccc(CNC(=O)C2CCCN2S(=O)(=O)c2ccc3c(c2)C(C)(C)C(=O)N3C)c1 (centres undefined)	11.9	-1.9	-2.3	2.0	5.1	-3.0	2.2	1.6	5.3	2.9
Cc1ccc(-c2cc(C(F)(F)F)c(C#N)c(SCCC#N)n2)o1	-4.9	2.6	4.6	-1.3	-1.8	6.8	-0.5	2.2	4.2	2.0
CN(CC(=O)Nc1ccc(F)c(F)c1F)C(=O)C1CC(=O)N(C2CCCC2)C1 (centres undefined)	1.5	-0.4	0.7	-2.5	3.7	-1.9	-6.3	1.4	-2.8	5.6
O=C(Cn1c(=O)sc2ccccc21)Nc1ccccc1C(=O)O	-0.3	0.5	2.5	10.0	-0.9	0.0	-0.6	-3.0	-7.3	4.0
CSc1ncc(CNc2cc([N+](=O)[O-])ccc2C)c(N)n1	-11.0	0.4	-4.5	8.5	1.5	0.1	-0.8	-2.5	-1.8	-0.1
CC(C)N(C(=O)C1CC(=O)OC12CCCCC2)C(C)C (centres undefined)	6.8	-2.7	-3.7	-4.4	1.7	0.1	-2.1	1.2	-0.9	6.4
CCOC(=O)/C=C/C(=O)Nc1ccc(Oc2ccccc2)cc1	-13.2	3.5	3.9	-4.0	3.4	0.1	-1.4	-1.8	2.6	-12.6
Cc1nnc(SCC(=O)NC2(C#N)CCCCC2)n1N	-4.0	0.0	4.0	-6.9	-0.2	-0.8	0.1	-0.6	10.6	4.5
Cn1nnnc1SCC(=O)NCc1cccc(C(=O)O)c1	-3.6	0.3	3.1	-1.7	4.6	3.6	-2.1	-0.3	0.5	-4.5
O=C(Nc1ccccc1)C1Cc2c(-c3ccco3)ccnc2O1 (centres undefined)	x	-3.7	-5.2	-6.0	-1.9	-0.8	0.1	-0.9	-0.9	0.8
CN(C)C(=S)c1ccc2ccccc2n1	-4.5	1.2	-1.1	-0.3	0.7	-0.5	6.4	-2.5	2.1	-0.2
CCc1cc2cc3c(cc2nc1SCC(=O)OC(C)C)OCO3	-22.7	0.9	-1.4	1.2	-2.2	0.8	5.2	-1.0	4.1	12.3
O=C(O/N=C\c1ccc(N2CCCCC2)c([N+](=O)[O-])c1)c1c(F)cccc1F	-8.8	-1.4	0.3	6.0	-3.4	2.1	-1.6	1.0	-6.9	-11.7
CCCc1cc(=O)[nH]c(SCc2ccccc2Cl)n1	-11.2	-0.5	0.2	-0.6	-4.9	1.6	-7.6	-1.6	0.6	0.2
Cc1nnc(-c2cnn(C)c2N)n1CCCN1CCOCC1	10.7	-0.8	-2.3	1.6	-3.5	-6.0	5.3	0.2	-0.5	0.2
C[C@@H]1CN([C@H](C)CO)C(=O)CCCn2nncc2CO[C@@H]1CN(C)S(=O)(=O)c1ccc(F)cc1	-1.0	0.9	-6.2	3.1	3.9	4.3	3.6	0.8	-0.9	2.5
CCCC(=O)Nc1ccc(Cl)c(NC(=O)c2cccc(OC)c2)c1	-12.4	2.3	2.7	-0.7	-1.4	0.0	3.4	0.1	0.3	0.1
COC(=O)C(c1cc(OC)c(O)c(OC)c1)(N1CCNC(C)C1)C(F)(F)F (centres undefined)	-4.7	-1.6	6.9	0.9	-1.1	1.0	0.8	-2.8	-7.6	-1.9
COc1ccc(OCCOC(=O)c2nc3nccc(C)n3n2)cc1	5.2	-0.8	0.3	5.9	1.9	1.2	-0.3	-1.8	-0.4	-2.7
CCCCCc1nc2c(c3c1CCCC3)CCCC2	x	0.9	8.1	-4.6	-5.6	2.6	-8.8	-1.6	4.2	3.8
COc1ccc(N2C(=O)CC(Sc3ccccc3C(=O)O)C2=O)c([N+](=O)[O-])c1 (centres undefined)	2.6	6.0	-6.4	-3.5	-6.9	100.0*	0.5	-0.1	-4.5	7.7

Results in UHRF1 binding and LEDGF integ inh, for 3 of the compounds above:
Molecule | UHRF1 binding | LEDGF integ inh
O=C(Cn1c(=O)sc2ccccc21)Nc1ccccc1C(=O)O | 0.5 | -0.9
CSc1ncc(CNc2cc([N+](=O)[O-])ccc2C)c(N)n1 | 0.4 | 1.5
CC(C)N(C(=O)C1CC(=O)OC12CCCCC2)C(C)C (centres undefined) | -2.7 | 1.7

A different layout for four compounds above:
smiles | HTRA1 inh | UHRF1 binding | DDE Tn7 FP inh | TCR-CD3 inh | LEDGF integ inh | PRMT1 inh | SIAE primary | PG9 Ab binder | TDP2 inh | ABHD4 inh
CSc1ncc(CNc2cc([N+](=O)[O-])ccc2C)c(N)n1 | -11.0 | 0.4 | -4.5 | 8.5 | 1.5 | 0.1 | -0.8 | -2.5 | -1.8 | -0.1
CC(C)N(C(=O)C1CC(=O)OC12CCCCC2)C(C)C (centres undefined) | 6.8 | -2.7 | -3.7 | -4.4 | 1.7 | 0.1 | -2.1 | 1.2 | -0.9 | 6.4
CCOC(=O)/C=C/C(=O)Nc1ccc(Oc2ccccc2)cc1 | -13.2 | 3.5 | 3.9 | -4.0 | 3.4 | 0.1 | -1.4 | -1.8 | 2.6 | -12.6
Cc1nnc(SCC(=O)NC2(C#N)CCCCC2)n1N | -4.0 | 0.0 | 4.0 | -6.9 | -0.2 | -0.8 | 0.1 | -0.6 | 10.6 | 4.5

3 compounds out of the list above, arranged by the number in LEDGF integ inh, lowest first:
SMILES	HTRA1 inh	UHRF1 binding	DDE Tn7 FP inh	TCR-CD3 inh	LEDGF integ inh	PRMT1 inh	SIAE primary	PG9 Ab binder	TDP2 inh	ABHD4 inh
Cc1ccc(-c2cc(C(F)(F)F)c(C#N)c(SCCC#N)n2)o1	-4.9	2.6	4.6	-1.3	-1.8	6.8	-0.5	2.2	4.2	2.0
COC(=O)C(c1cc(OC)c(O)c(OC)c1)(N1CCNC(C)C1)C(F)(F)F (centres undefined)	-4.7	-1.6	6.9	0.9	-1.1	1.0	0.8	-2.8	-7.6	-1.9
CC(C)N(C(=O)C1CC(=O)OC12CCCCC2)C(C)C (centres undefined)	6.8	-2.7	-3.7	-4.4	1.7	0.1	-2.1	1.2	-0.9	6.4

Source: PubChem BioAssay
